# Compound activity (PubChem BioAssay)
# PriA SSB inh = inhibitors of Klebsiella pneumoniae PriA binding to SSB C-terminal tail | AlphaScreen SSBct-PriA binding, biotinylated peptide | inhibition, % at 33 µM | 430,000 tested, 0.6% active | AID 1272365; in the data active = inhibition mostly above about 37%, no sharp cut-off; inactive = mostly below about 20%;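 note: plate controls were negative control peptide for no effect and reference peptide for full effect; strong numbers were not always called active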
# Numbers without * were called inactive; & = joins results of further samples. The list is partial; rates above refer to the full screens.
SMILES,PriA SSB inh
O=C(C1CCC(Cn2c(=O)[nH]c3ccsc3c2=O)CC1)N1CCN(c2ccccc2F)CC1 (stereo not given),-14
CC1CCc2nc(Nc3nc4cc5c(cc4s3)OCO5)sc2C1 (stereo not given),-4
CC(=O)Nc1ccc(N2CCCCC2=O)cc1,-5
O=C(O)CC1SC(=NN=C2CCCCCCC2)N(c2ccccc2)C1=O (stereo not given),-18
Cn1nc(C(F)(F)F)c(C=NOC(=O)c2ccccc2Cl)c1SCc1ccc(Cl)cc1,-18
Cc1noc(C)c1CCC(=O)N1CCc2oncc2C1,-8
COc1ccc2nc(-n3nc(C)cc3NC(=O)c3cc4ccccc4oc3=O)sc2c1,-2
Nn1c(SCC(=O)Nc2nc(-c3ccccc3)cs2)nnc1-c1ccncc1,-3
C=C1[C@@H](C)[C@H]2[C@H](Cc3ccccc3)NC(=O)[C@]23OC(=O)C=C[C@H](O)CCC[C@@H](C)CC=C[C@H]3[C@@H]1O,-16
CC1(C)CC(=O)C(C=Nc2ccc(S(N)(=O)=O)cc2)=C(O)C1,3
O=C(NN=CC=NNC(=O)c1ccco1)c1ccco1,-16
CS(=O)(=O)N1CC(C(=O)N2CCN(c3cccc(Cl)c3Cl)CC2)C1,-9
CC1CC(=O)N(CC(=O)Nc2cccc([N+](=O)[O-])c2)c2ccccc2S1 (stereo not given),12
CCOc1ccc(-c2nc(C#N)c(N3CCCC3)o2)cc1,21
CCSc1cccc(C(=O)Nc2nc3ccc(S(N)(=O)=O)cc3s2)c1,-9
CC(=O)c1cccc(NC(=O)CC2SC(=NN=Cc3cccs3)NC2=O)c1 (stereo not given),10
O=C(CCn1cnc2ccccc2c1=O)NCC#CCN1CCCCC1,-11
CC(C)(C)C(=O)N1CCc2ccc(NC(=O)c3cccc(C(F)(F)F)c3)cc21,1
CCC(=O)NCCN1CCn2cc(OC)c(=O)cc2C1=O,-21
O=C(NCC(c1ccco1)N1CCc2ccccc2C1)C(=O)Nc1ccccc1Cl (stereo not given),-9
COc1ccc(S(=O)(=O)C2CN(C(=O)C3CCN(S(C)(=O)=O)CC3)C2)cc1,-18
CCOc1ccccc1NC(=O)C(=O)NCC(c1ccco1)N1CCc2ccccc2C1 (stereo not given),-4
Cc1ccc(-c2cc(=O)c3cc(-n4cccc4)ccc3o2)cc1,-18
CC(=O)Nc1ccc(SCC(=O)Nc2ccc(F)cc2)nn1,-8
CCCc1noc2c1C(=NO)CC(c1ccccc1)C2 (stereo not given),-14

# (continued)
SMILES,PriA SSB inh
Cc1ncc2c(SCC(=O)Nc3ccc(Br)c(C)c3)ncnc2n1,-14
S=c1[nH]nc(-c2cccs2)n1N=Cc1c(Cl)cccc1Cl,-8
CCCS(=O)(=O)N1CCc2ccc(NC(=O)COc3ccc(OC)cc3)cc2C1,-18
COc1cc(C(=O)Nc2nc3c(s2)Cc2ccccc2-3)cc(OC)c1OC,-12
O=C(NN=Cc1ccc(OC(F)F)cc1)c1cc[n+]([O-])cc1,-3
CC(Cc1ccccc1)[n+]1cc(N=C([O-])Nc2ccccc2)on1 (stereo not given),7
N#Cc1nccnc1OC1CCC(NS(=O)(=O)Cc2ccc(F)cc2)CC1 (stereo not given),-10
COc1ccc(-c2ccc(=O)n(CCCC(=O)Nc3ccc(C(C)=O)cc3)n2)cc1,-5
O=C(CNS(=O)(=O)c1ccccc1)NN=Cc1ccncc1,-4
COc1ccc2cc(-c3csc(NC(=O)c4cc(C)on4)n3)oc2c1,-2
O=C(Cn1c(/C=C/c2ccccc2)nc2ccccc21)NCc1ccco1,-15
COCCN1CCC(CNS(=O)(=O)c2cc(Cl)ccc2OC)CC1,-15
Cc1ccccc1C=NNC(=O)c1ccc(Cn2cccn2)o1,10
CC(C)CC(NC(=O)c1ccccc1)C(=O)NN=Cc1ccco1 (stereo not given),5
O=C(Nc1ccc2c(c1)C(=O)NCCO2)c1ccccc1Cl,-2
COCCOC(=O)c1c(C)oc2cc(Br)c(OCc3ccccc3Cl)cc12,-3
CCN(CC)c1ccc(/C=N\NC(=O)Cn2ccnc2C)cc1,-8
O=C(O)c1cccc(NN=Cc2sc(N3CCOCC3)nc2-c2ccccc2)c1,0
CC[C@H](C)NC(=O)CCCn1nc(-c2cccs2)ccc1=O,-7
Cc1cc(=O)[nH]c(-n2nc(-c3cccs3)cc2NC(=O)Cc2cccs2)n1,6
N#CC(C(=O)Oc1ccccc1)=C1C=Cc2ccccc2N1,-41
O=C(CCS(=O)(=O)c1ccc(Cl)cc1)Nc1ccc(-c2nc3ccccc3s2)c(O)c1,-12
O=C(CCCCl)Nc1nnc(-c2cccc([N+](=O)[O-])c2)s1,5
Cn1nnc2c(NCCn3ccc4ccccc43)ncnc21,-7
O=S(=O)(CCc1ccccc1)NCC1CCN(S(=O)(=O)c2cccnc2)CC1,-14

# The results go on:
SMILES,PriA SSB inh
Cc1ccc(NC(=O)N2CCN(c3ccc4nnc(C)n4n3)CC2)c(C)c1,-5
CC(C)C(NS(=O)(=O)c1ccc(C(C)(C)C)cc1)C(=O)O (stereo not given),20
CC(=O)c1ccc(NCN2C(=O)CCC2=O)cc1,6
Cc1cccc(OCC(=O)Nc2c(C(=O)Nc3ccc(F)c(F)c3)oc3ccccc23)c1,-12
CCOc1cc(C(=O)N(CN2CCCC2=O)c2cccc(C(F)(F)F)c2)cc(OCC)c1OCC,-17&-13
CCSc1ccccc1C(=O)NCC(C)(O)c1cc2ccccc2s1 (stereo not given),8
O=S(=O)(Cc1ccco1)C1CN(S(=O)(=O)c2cccnc2)C1,-11
CN(C)C=Nc1nc2ccc3c(c2s1)CCCC3,-2&1
Fc1ccc(C=NNC2=Nc3cccc4cccc2c34)cc1,15
Cc1cc(C)c(C)c(S(=O)(=O)NCC(=O)N2CC(C)OC(C)C2)c1C (stereo not given),-7
Fc1ccc2nc(NCC3CCCO3)sc2c1 (stereo not given),24
CC(=NNC(=O)C1(C)CC1(Br)Br)c1ccc(NC(=O)C2CCC2)cc1 (stereo not given),-6
CCCCOc1ccccc1-c1cc(C(=O)NCc2ccccn2)[nH]n1,-15
COc1ccc2c(c1)CCC[C@@]2(O)CNC(=O)c1cccc(N(C)C)c1,11
O=C(CSCc1ccccc1)NCc1ccccc1-c1ccsc1,-13
Cc1ccc(NC(=O)C(=O)Nc2nc3ccccc3s2)cc1N1CCCCC1=O,-1
CC/C(O)=C(\C#N)c1nc2ccccc2[nH]1,-15
Cc1c(C(=O)Nc2sc3c(c2C#N)CCCC3)nnn1-c1ccccc1F,1
CCOc1ccc(C=NNC(=O)CC(=O)Nc2ccc(Cl)c(Cl)c2)cc1,6
Cc1cc(CCNC(=O)CNC(=O)c2ccccc2)on1,-25
CCOc1cc(/C=C2/N=C(c3ccc(F)cc3)OC2=O)cc(Cl)c1OS(C)(=O)=O,5
O=C(Cc1csc(NC(=O)c2ccc[nH]c2=O)n1)NCc1ccccn1,-5
Nc1nc(SCC(=O)Nc2nc3ccccc3s2)[nH]c(=O)c1NC(=O)c1ccc(Cl)cc1,-2
CC(C)C(NS(=O)(=O)c1ccccc1F)C(=O)O (stereo not given),-7
NC12CC3CC(C1)CC(N)(C3)C2,7

# 2 of the compounds above, with tabs.
Compound	PriA SSB inh
COc1ccc(-c2ccc(=O)n(CCCC(=O)Nc3ccc(C(C)=O)cc3)n2)cc1	-5
O=C(CNS(=O)(=O)c1ccccc1)NN=Cc1ccncc1	-4

# Structures listed so far containing an aryl methoxy group:
SMILES,PriA SSB inh
COc1ccc2nc(-n3nc(C)cc3NC(=O)c3cc4ccccc4oc3=O)sc2c1,-2
CCC(=O)NCCN1CCn2cc(OC)c(=O)cc2C1=O,-21
COc1ccc(S(=O)(=O)C2CN(C(=O)C3CCN(S(C)(=O)=O)CC3)C2)cc1,-18
CCCS(=O)(=O)N1CCc2ccc(NC(=O)COc3ccc(OC)cc3)cc2C1,-18
COc1cc(C(=O)Nc2nc3c(s2)Cc2ccccc2-3)cc(OC)c1OC,-12
COc1ccc(-c2ccc(=O)n(CCCC(=O)Nc3ccc(C(C)=O)cc3)n2)cc1,-5
COc1ccc2cc(-c3csc(NC(=O)c4cc(C)on4)n3)oc2c1,-2
COCCN1CCC(CNS(=O)(=O)c2cc(Cl)ccc2OC)CC1,-15
COc1ccc2c(c1)CCC[C@@]2(O)CNC(=O)c1cccc(N(C)C)c1,11

# The list continues:
SMILES,PriA SSB inh
O=c1ccc(-n2cncn2)nn1CCNS(=O)(=O)c1ccc2c(c1)CCO2,-5
CSc1ncccc1C(=O)N1CCCCC1c1cc(C(N)=O)n[nH]1 (stereo not given),27
O=C(CCSc1nc2sc3c(c2c(=O)n1-c1ccccc1)CCC3)Nc1nsc(-c2ccccc2)n1,-29
Cc1ccc(NC(=O)Cn2cc(S(=O)(=O)c3ccccc3)c(=O)c3cc(F)ccc32)cc1Cl,-8
Cc1cc(OC2CCN(S(=O)(=O)c3cc4c5c(c3)CCN5C(=O)CC4)CC2)cc(=O)o1,1
COc1ccc(-c2ccc(=O)n(CCCNC(=O)Cc3ccc(Cl)cc3)n2)cc1,-5
CCOc1cc(C(=O)NN=Cc2ccsc2)cc(OCC)c1OCC,-15
NC1(C(F)(F)F)Oc2cc(Cl)c(Cl)cc2O1,-3
Cc1c(NC(=NS(=O)(=O)c2cc([N+](=O)[O-])ccc2Cl)c2ccccc2)c(=O)n(-c2ccccc2)n1C,4
Cc1cccc(NC(=O)C2CCCN(S(C)(=O)=O)C2)c1C (stereo not given),-7
COc1ccc(-c2ccc(SCc3ccccn3)nn2)cc1,-19
CSc1ncc(Cl)c(C(=O)Nc2ccccc2C(=O)O)n1,-1
COc1ccc(OC)c(S(=O)(=O)Nc2ccc3c(c2)N(C(=O)C2CCCO2)CC3)c1 (stereo not given),-11
Cc1onc(-c2ccccc2Cl)c1C(=O)Nc1nc2ccc(S(=O)(=O)N(C)C)cc2s1,-3
CN(C)CCCN(C(=O)CSc1ccc(Cl)cc1)c1nc2ccc([N+](=O)[O-])cc2s1,17
C=CCOc1cccc(C2C(=C(O)c3ccc(C)cc3)C(=O)C(=O)N2CCN2CCOCC2)c1 (stereo not given),-12
COc1ccc(OC)c(S(=O)(=O)Nc2cnc3cc(C)nn3c2)c1,-26
COc1cccc(-c2nnc3ccc(OCCNC(=O)c4c(F)cccc4Cl)nn23)c1,2
CCCCCNC(=O)c1cn(-c2ccc(C)c(C)c2)nn1,-26
COc1ccc(Cn2c(CO)cnc2SCc2ccccc2C)cc1,18&25
Cc1cc(S(=O)(=O)NCC2CCN(C(C)C)CC2)ccc1F,-13&-12
COCCN1CCC(CNC(=O)C(C)(C)C)CC1,-4
COC(=O)c1cccc2c1-c1ccccc1C2=NO,-19
Cc1ccc(S(=O)(=O)Nc2ccc3c(c2)N(C)C(=O)C(C)(C)CO3)cc1Cl,5
Cn1nc2c(c1NC(=O)C1CCCN(S(=O)(=O)c3cccs3)C1)CCC2 (stereo not given),-6

# Remaining list, next part.
SMILES,PriA SSB inh
N#Cc1cc2c([nH]c1=O)CCN(C(=O)c1cccc(C(F)(F)F)c1)C2,-15
COC(=O)c1sccc1S(=O)(=O)N(Cc1ccoc1)Cc1cccs1,18
O=C(NCCCSc1nnc(-c2ccccc2)o1)Nc1nccs1,-6&13
O=C(CNC(=O)Cn1c(=O)[nH]c2ccsc2c1=O)NCc1ccccc1C(F)(F)F,-12
O=C(NCCN1CCC(c2cccs2)CC1)C(=O)Nc1ccc2c(c1)OCCO2,-2
O=C(COc1ccccc1F)NCCn1nc(C(F)(F)F)c2c1CCCC2,-37
CCOC(=O)c1oc2cc(NC(=O)c3ccc(OC)cc3)ccc2c1C,-3
Cc1ccc(S(=O)(=O)N=C2NC(=O)/C(=C/c3cc([N+](=O)[O-])ccc3O)S2)cc1,-4
Cc1cccc(N(CCCN2C(=O)c3cccc4cccc(c34)C2=O)C(=O)c2ccc(-c3ccccc3)cc2)c1,0&4
COc1ccc(NC(=O)c2ccc(Oc3nccs3)cc2)cc1Cl,2
Cc1cc([N+](=O)[O-])ccc1NC(=O)c1cccn(OCc2ccccc2F)c1=O,-1
COc1cccc(C(=O)NCCc2ccc(N3CCCC3)cc2)c1,-3
Cc1ccc(-c2cc(=O)n(CC(=O)NCC(C)C)cn2)cc1,8
O=C(Cn1nnc2ccccc21)Nc1ccccc1-c1ccc(=O)[nH]n1,-12
Cc1ccc(C)c(NC(=O)C23CCC(C)(C(=O)C2)C3(C)C)c1 (stereo not given),8
COC(=O)Cc1cc(=O)[nH]c(N=C(N)Nc2ccccc2)n1,1
CCOc1ccc(-n2nnnc2CNC(=O)c2ccccc2S(C)(=O)=O)cc1,-21
O=C(Nc1ccn2nccc2c1)c1ccccc1Cl,-10
Cc1cc2ncccc2[nH]c1=O,-5
Cc1ccc(C)c(S(=O)(=O)Nc2ccc3nc(C)n(-c4ccc(F)cc4)c(=O)c3c2)c1,-5
COC(=O)c1sccc1S(=O)(=O)NCc1cccnc1-c1cccs1,-4
O=C(NCCCOc1cccc2cccnc12)c1ccc(=O)oc1,-13
O=C(c1ccccn1)N1Cc2cnc(N3CCOCC3)nc2C1,-3
Cc1cc(C)n(-c2ncc(NC(=O)C3CCCO3)cn2)n1 (stereo not given),0
COCCn1c(SCC(=O)Nc2nc3ccc(C)cc3s2)nnc1-c1c[nH]c2ccccc12,9

# Next section, starting with the last 5 of the part before.
SMILES,PriA SSB inh
COC(=O)c1sccc1S(=O)(=O)NCc1cccnc1-c1cccs1,-4
O=C(NCCCOc1cccc2cccnc12)c1ccc(=O)oc1,-13
O=C(c1ccccn1)N1Cc2cnc(N3CCOCC3)nc2C1,-3
Cc1cc(C)n(-c2ncc(NC(=O)C3CCCO3)cn2)n1 (stereo not given),0
COCCn1c(SCC(=O)Nc2nc3ccc(C)cc3s2)nnc1-c1c[nH]c2ccccc12,9
Cc1cccc(C=NNC(=O)c2ccc(NC(=O)c3ccccc3Cl)cc2)n1,-2
CC(=NNC(=O)CN(c1ccc(C)cc1)S(C)(=O)=O)c1cccs1,-11
O=S(=O)(NC[C@@](O)(c1ccccc1)C1CC1)c1ccc(C(F)(F)F)cc1,-19
CCOC(=O)CC(C)(C)C(C)=NNc1ccc([N+](=O)[O-])cc1[N+](=O)[O-],44*
O=C(Cc1ccc(F)cc1)Nc1nnc(-c2cc(Cl)sc2Cl)o1,-7
CCC(=NNC(=O)c1c[nH]c2ccccc12)c1cccs1,4
COc1cc(COCC2CCN(C(=O)c3ccc(Br)o3)CC2)cc(OC)c1,13
